Compound activity as filed in PubChem.
FLuc modulator = firefly luciferase modulation, counter-screen for miR-21 project; P08659; purified FLuc, Km substrates, luminescence inhibition; Potency, µM (highest dose often 57.5 µM), for the others: at the highest dose activity change, negative = inhibition, hits mostly inhibitors; 360,000 compounds, 6.9% hits;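 also: potency is read from the fitted curve at half-maximal effect; plate controls were vehicle for no effect and reference inhibitor for full effect; nearly all actives have a fitted effect of over 55% in size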
Target sequence (P08659 whole entry, looked up): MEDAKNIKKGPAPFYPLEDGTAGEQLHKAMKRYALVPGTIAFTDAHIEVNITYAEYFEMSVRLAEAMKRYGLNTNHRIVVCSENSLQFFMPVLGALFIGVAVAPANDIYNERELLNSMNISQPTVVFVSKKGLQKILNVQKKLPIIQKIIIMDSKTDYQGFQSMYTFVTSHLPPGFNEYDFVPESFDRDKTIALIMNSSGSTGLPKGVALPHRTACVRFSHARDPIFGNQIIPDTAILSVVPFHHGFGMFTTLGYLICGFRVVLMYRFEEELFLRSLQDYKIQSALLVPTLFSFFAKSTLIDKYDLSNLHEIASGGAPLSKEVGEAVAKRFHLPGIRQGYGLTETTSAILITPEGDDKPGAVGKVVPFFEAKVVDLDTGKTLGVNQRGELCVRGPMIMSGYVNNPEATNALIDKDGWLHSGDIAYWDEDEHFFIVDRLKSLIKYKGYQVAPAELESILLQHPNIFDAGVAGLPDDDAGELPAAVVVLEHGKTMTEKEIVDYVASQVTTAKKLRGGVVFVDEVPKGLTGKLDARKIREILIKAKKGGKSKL
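Biochemical qHTS of compounds, final roughly 60 µM downward over six points, against 10 nM purified firefly luciferase using Km concentrations of substrates (10 uM D-luciferin, 10 uM ATP) in Tris acetate pH 7.5 buffer; luminescence output.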
Rab9 promoter act = activates the Rab9 promoter; Huh7 Rab9 promoter-luciferase reporter, luminescence, 24 h; 320,000 compounds, 2.8% hits; Potency, µM (highest dose often 9.22 µM), inactives show at the highest dose activation, negative = inhibition, usual class: activators; AID 485297; also: potency is read from the fitted curve at half-maximal effect; % of control where 0% means no effect; nearly all actives have a fitted effect of over 60% in size
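Quantitative HTS format; Huh7 Rab9-luciferase reporter cells (1500/well) receive compound 2 h post-plating, incubate 24 h at 37 °C, then get luciferase reagent for 10 min before luminescence reading.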
RORgamma inh = blocks mouse ROR gamma transcriptional activity. P51450. Drosophila S2 Gal4-RORgamma UAS-luciferase reporter, 20 h. Potency, µM (doses to about 53.6 µM), for the others: at the highest dose activity change, negative = inhibition, actives largely listed as inhibitors. 310,000 compounds, 5.4% hits. AID 2551; also: potency is read from the fitted curve at half-maximal effect; % is scaled to controls: 0 for no effect and ±100 for the full control effect; nearly all actives have a fitted effect of over 60% in size
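Read-out: Photinus luciferase luminescence; inhibitors lower reporter signal. Insect Schneider cells with Gal4-ROR gamma fusion under metallothionein promoter, UAS reporter; 700 uM final copper sulfate induction, 20 hr, ambient temperature.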
NPC1 prom act = activates the NPC1 promoter | Potency, µM (series often up to 9.22 µM), for the others: at the top dose activation, most hits filed as activators | Huh7 NPC1 promoter luciferase reporter, 24 h | 320,000 compounds, 2.4% hits;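 also: potency is read from the fitted curve at half-maximal effect; % of control where 0% means no effect; nearly all actives have a fitted effect of over 60% in size; reporter is driven by a mutant NPC1 promoter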
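Stable NPC1-promoter luciferase Huh7 line; cpd (DMSO) 24 h, 37 °C, 5% CO2; Amplite luciferase reagent 10 min RT; luminescence readout. qHTS format.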
Giardia killer = Giardia lamblia killing; activity change, % at 7.66 µM, hits read low; AID 540267; Giardia lamblia trophozoite viability; 340,000 compounds, 0.15% hits; in the data active = activity change below about -80%; inconclusive = between about -30% and that limit;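 also: parasites exposed to compound for two days anaerobically before the ATP read; % is scaled to controls: 0 for no effect and ±100 for the full control effect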
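Viability, read as ATP luminescence: trophozoites at 100 cells/well, compound added, 48 hrs anaerobic at 37 deg C, then 15-30 min room-temperature development before reading.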
PKM2 activator = PKM2 (human) enzyme activation; P14618; purified PKM2, Kinase-Glo ATP luminescence, activation; response scale: 0% is enzyme alone, no compound; Potency, µM (series often up to 57.5 µM), without a hit: at the highest dose activation, usual class: activators; 260,000 compounds, 0.34% hits; AID 1631; also: potency is read from the fitted curve at half-maximal effect; % is scaled to controls: 0 for no effect and ±100 for the full control effect; nearly all actives have a fitted effect of over 55% in size
Target sequence (P14618 whole entry, looked up): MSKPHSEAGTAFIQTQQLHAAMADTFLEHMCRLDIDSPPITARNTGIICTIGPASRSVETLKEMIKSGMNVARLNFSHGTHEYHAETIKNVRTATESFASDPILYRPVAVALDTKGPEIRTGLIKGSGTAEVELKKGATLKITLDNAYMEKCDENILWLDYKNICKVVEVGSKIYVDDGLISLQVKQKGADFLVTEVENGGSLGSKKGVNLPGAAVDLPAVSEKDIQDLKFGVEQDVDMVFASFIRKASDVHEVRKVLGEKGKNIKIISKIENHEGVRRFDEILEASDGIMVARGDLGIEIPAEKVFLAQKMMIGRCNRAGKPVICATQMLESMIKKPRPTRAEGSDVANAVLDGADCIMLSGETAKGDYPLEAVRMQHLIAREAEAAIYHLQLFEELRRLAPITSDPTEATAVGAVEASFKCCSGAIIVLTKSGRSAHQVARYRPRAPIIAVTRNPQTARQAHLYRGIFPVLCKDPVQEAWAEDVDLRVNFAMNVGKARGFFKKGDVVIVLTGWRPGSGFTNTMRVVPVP
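hPK-M2, >95% pure; 0.1 mM ADP / 0.5 mM PEP final; imidazole pH7.2 buffer w/ 7 mM MgCl2, 50 mM KCl; 1 h RT; Kinase-Glo lum. Intermediate enzyme activity for dual inhibitor/activator qHTS.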
ELG1 genotoxic = inducers of genotoxicity in HEK293T ELG1-luciferase cells; Potency, µM (top dose mostly 46 µM), for inactives: at the highest dose activity change, positive = activation, actives largely listed as activators; 330,000 compounds, 1.3% hits; AID 504466; HEK293T ELG1-luciferase reporter, luminescence, 16 h; also: potency is read from the fitted curve at half-maximal effect; % of control where 0% means no effect; nearly all actives have a fitted effect of over 60% in size
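Screening used a luciferase reporter fused to human ELG1 in HEK293T cells. Luminescence was read on a CCD plate imager after 16 hr exposure and 30 min ONE-Glo incubation.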
Gal4-VP16 FLuc = counter-screen for ROR gamma inhibitors: Gal4-VP16 reporter. Drosophila S2 Gal4-VP16 UAS-luciferase, luminescence, 20 h. AID 2546. 310,000 compounds, 3.5% hits. Potency, µM (titrated, usually from 53.6 µM), for the others: top-dose activity, negative = inhibition, hits mostly inhibitors;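 also: Gal4-VP16 expression switched on by copper sulfate through the metallothionein promoter; potency is read from the fitted curve at half-maximal effect; % is scaled to controls: 0 for no effect and ±100 for the full control effect; nearly all actives have a fitted effect of over 50% in size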
Menin MLL FP TR = displaces Texas Red mutant MLL peptide from human menin. Menin + Texas Red MLL mutant peptide, fluorescence polarization. Potency, µM (highest dose often 61.6 µM), for inactives: top-dose FP activity change, negative = inhibition, actives largely listed as inhibitors. 270,000 compounds, 0.23% hits. AID 1768; active = well fitted inhibition curve with a large enough effect in the polarisation, with a control signal flat, not every such curve was filed as active; inconclusive = small, poorly fitted or top-dose-only effect, or effect the other way, or a change in a side signal; inactive = no such curve, though single readings can be large or run the other way; the % refers to the polarisation; also: potency is read from the fitted curve at half-maximal effect; % of control where 0% means no effect; many of its hits are not listed in these tables
BRCA1 expr act = BRCA1 expression activation. MCF7-BRCA1-FFLuc reporter, luminescence, 48 h; response scale: scaled: vehicle 0%, 10 µM genistein 100%. Potency, µM (top dose mostly 46.1 µM), for the others: at the top dose activation, hits mostly activators. 380,000 compounds, 1.1% hits. AID 624202; also: potency is read from the fitted curve at half-maximal effect; nearly all actives have a fitted effect of over 80% in size; some results filed as inactive show a strong effect at the top dose
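48 h compound treatment of MCF7-BRCA1-FFLuc cells (phenol-red free MEM, 37 °C), then 15 min with luciferase substrate and luminescence imaging.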
p53 reactivation = mutant p53 re-activation in reporter cells | Potency, µM (series often up to 92.2 µM), without a hit: at the top dose activity change, positive = activation, hits mostly activators | H1299 p53-A138V BP100-luciferase reporter, luminescence, 24 h | 320,000 compounds, 0.063% hits; also: potency is read from the fitted curve at half-maximal effect; % of control where 0% means no effect; nearly all actives have a fitted effect of over 45% in size
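p53-null H1299 cells stably carrying temperature-sensitive p53-A138V and a BP100-luciferase reporter were pinned with compounds (4-point, 1:5 series) and held 24 hrs at 37 deg C. Luminescence was read 10 min after detection reagent.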
The depositor's hits bear a star; ? = inconclusive; / = not tested or not shown; [ ] = remark or other dose. Unless noted, calls follow the shape of the dose curve; as a rule, active = well fitted curve in the direction sought with a large enough effect; inconclusive = small, poorly fitted or top-dose-only effect, or another doubt; inactive = no such curve, though single readings can be large; an effect the other way counts as inactive or inconclusive. These rows are one share of the data (hit frequency here may not be typical).

Values run as follows: FLuc modulator	Rab9 promoter act	RORgamma inh	NPC1 prom act	Giardia killer	PKM2 activator	ELG1 genotoxic	Gal4-VP16 FLuc	Menin MLL FP TR	BRCA1 expr act	p53 reactivation
> CCN(CC)c1ccc(/C=N/N2CC(=O)NC2=S)cc1
→ -14%	11%	/	1%	-14	/	3%	/	/	19%	?
> COCC(=O)Nc1ccc(C(N)=O)cc1
→ -2%	0%	-9%	5%	3	2%	1%	-1%	-4%	-1%	-1%
> Cc1cccc(N2C(=O)C(Cl)=C(N3CCOCC3)C2=O)c1
→ -18%	10%	6%	12%	11	?	-1%	?	/	6%	7%
> CC(=O)c1c(C)nc(-c2ccc3c(c2)OCO3)n1O
→ ?	24%	10%	4%	-12	-1%	1%	3%	6%	-5%	?
> COC(=O)c1[nH]c(C)c(/C(O)=C2\C(=O)C(=O)N(CCN3CCOCC3)C2c2cccnc2)c1C (configuration not stated)
→ 0%	-3%	-10%	-3%	-13	-10%	-6%	-7%	-12%	11%	-15%
> COc1ccc(-c2nn(-c3ccccc3)cc2/C=N/N2C(=O)CSC2=S)cc1
→ ?	9%	?	-6%	1	-2%	-1%	?	?	-76%	?
> CC1CCCCN1S(=O)(=O)c1cccc(S(=O)(=O)N2CCOCC2)c1 (configuration not stated)
→ -8%	-1%	13%	-4%	-6	-4%	-1%	0%	/	0%	-1%
> Cc1nc(CSc2ccc(Cl)cc2)cc(N2CCOCC2)n1
→ -10%	6%	0%	9%	11	-1%	0%	16%	-23%	17%	47%
> COCCN1CCN(c2c3c(nc4cc(-c5cccc(F)c5)nn24)CCC3)CC1
→ 3%	0%	-12%	-1%	3	-1%	-8%	2%	-6%	-7%	1%
> COc1ccc(N(C(=O)Cn2cnc3ccccc32)C(C(=O)NC2CCCCC2)c2ccccc2)cc1 (configuration not stated)
→ 2%	1%	-17%	1%	4	-3%	1%	-14%	-10%	-14%	2%
> O=C(NCc1cccnc1)c1cc(Cl)ccc1[N+](=O)[O-]
→ 1%	0%	4%	2%	-23	-5%	-1%	-7%	-6%	-5%	-5%
> CC(C)C[C@H](NC(=O)c1nc[nH]c1C(=O)N(C)Cc1ccccc1)C(=O)OC(C)(C)C
→ 0%	0%	0%	8%	4	0%	6%	-6%	-7%	-21%	-2%
> Clc1ccc(N2CCN(Cc3c[nH]c4ncccc34)CC2)cc1
→ 1%	-13%[46.1 µM]	-35%	-11%[46.1 µM]	-4	/	-7%	-1%	-16%	10%	2%
> Cc1ccc2c(c1)N(CC(=O)N1CCC(O)CC1)C(=O)CO2
→ 2%	-3%	-19%	4%	5	-2%	1%	-8%	?	0%	2%
> CC1CC(CCC(=O)NC(=S)Nc2ccc(S(N)(=O)=O)cc2)C(=O)O1 (configuration not stated)
→ -1%	20%	0%	-4%	?	-1%	2%	18%	13%	11%	4%
> O=C(c1cccc(N2CCCC2=O)c1)N1CCN(c2ccc(F)cc2)CC1
→ 1%	-5%	-8%	-5%	14	/	2%	3%	/	-2%	2%
> COc1ccccc1NCC(=O)n1nc(C)cc1C
→ -5%	1%	-8%	-1%	-7	2%	-4%	5%	-3%	17%	8%
> CN(C)S(=O)(=O)c1ccc(NC(=O)COc2ncnc3sccc23)cc1
→ -2%	5%	36%	2%	29	/	0%	7%	10%	15%	1%
> COc1ccc(OCc2cc(C(=O)NC3CCc4ccccc43)no2)c(Cl)c1 (configuration not stated)
→ -3%	0%	5%	-6%	7	/	-4%	6%	/	-31%	10%
> Cc1cc(C)n(-c2nc(C)nc(N)n2)n1
→ -1%	5%	14µM*	2%	7	6%	12%	-19%	-11%	7%	8%
> Cc1cc(C)cc(NC(=O)C2CCCN(S(=O)(=O)c3c(C)noc3C)C2)c1 (configuration not stated)
→ 0%	-2%	1%	1%	-6	1%	-4%	0%	-4%	-29%	-2%
> COc1cc(-c2noc(C)c2C#CCO)cc(OC)c1OC
→ 0%	-2%	-5%	-3%	13	-3%	7%	3%	-9%	-17%	1%
> CCOc1ccc(NC(=O)C2CCC(CNc3c(N4CCCCC4)c(=O)c3=O)CC2)cc1 (configuration not stated)
→ -3%	-7%	2%	-1%	5	-5%	1%	10%	/	-7%	-11%
> CCCc1ccc(S(=O)(=O)N2CCN(C(C)C(=O)NCc3ccc(OC)cc3)CC2)cc1 (configuration not stated)
→ -2%	-3%	/	3%	-2	/	-6%	/	/	3%	3%
> Cc1ccc2c(c1)c(N=NC(N)=S)c(O)n2Cc1ccccc1
→ -1%	-4%	1.6µM*	-2%	-11	7%	12%	2.5µM*	?	-15%	3%
> Cc1ccc2c(c1)[C@H]1[C@H](CO2)[C@H](c2ccccc2)[C@]2(C)C(=O)NCC(=O)N12
→ -1%	4%	/	-4%	-1	/	5%	/	/	-11%	13%
> COc1ccc(C(C(=O)NCc2ccccc2)N(Cc2ccco2)C(=O)c2cnccn2)cc1 (configuration not stated)
→ 2%	-2%	12%	-4%	14	3%	0%	-11%	1%	-19%	-1%
> Cc1cc(Cl)ccc1OCCCC(=O)OCC(N)=O
→ 27µM*	-12%	11%	-7%	-13	-4%	1%	15%	?	-19%	-3%
> COc1ccc(OCCSc2nc3nc(C)cc(C)n3n2)cc1
→ -7%	-3%	?	-2%	24	1%	2%	-7%	0%	15%	-3%
> COc1ccc(OC)c(-c2csc(NC(=O)c3ccc4c(c3)OCO4)n2)c1
→ 4.8µM*	4%	38%	17%	-8	-2%	-3%	-1%	-16%	?	3%
> Cc1cc([N+](=O)[O-])nn1CC(=O)NC1CCCCC1
→ -1%	3%	6%	1%	-10	/	-1%	12%	7%	3%	4%
> O=S(=O)(Nc1ccc(F)cc1)c1ccc(NC(=S)Nc2ccccc2)cc1
→ 0%	2%	-6%	-4%	0	0%	-2%	9%	1%	4%	-1%
> NS(=O)(=O)c1ccc(CCNC(=O)C2CCC(Cn3c(=S)[nH]c4ccccc4c3=O)CC2)cc1 (configuration not stated)
→ -3%	21%	-18%	0%	-14	2%	2%	-10%	5%	13%	-4%
> Oc1ccc(-c2cc(-c3ccc(O)cc3)nc(-c3ccccc3)n2)cc1
→ -14%	-8%	-15%	-3%	12	/	4%	-6%	?	-83%[inhibitor]	-13%
> COc1ccc(NC(=O)CN2CCN(S(=O)(=O)c3ccc(Cl)cc3)CC2)cc1Cl
→ 2%	3%	22%	-2%	18	-1%	0%	?	17%	-30%	6%
> CC1=C(C)CC(C(=O)Nc2cccc(Cl)c2)C(C(=O)O)C1 (configuration not stated)
→ 4%	-5%	13%	-1%	1	1%	-3%	11%	3%	5%	6%
> Cn1cc(C(=O)c2ccc(Cl)cc2Cl)cc1C(=O)N/N=C(\N)COc1ccc(Cl)cc1Cl
→ 3%	-6%	1.4µM*	-6%	-12	0%	-26%	4µM*	-8%	-37%	1%
> CCn1cc(C(=O)NCCC(C)C)c(=O)c2cc(F)c(N3CCN(C)CC3)cc21
→ 1%	-1%	-14%	-4%	0	/	-7%	-3%	?	-38%	3%
> O=C(COc1ccc2c(c1)oc(=O)c1ccccc12)N[C@@H](Cc1c[nH]c2ccccc12)C(=O)O
→ -18%	-9%	26%	3%	15	5%	-2%	-10%	9%	-2%	17%
> COc1ccc(O[C@H]2C=C[C@@H](c3ccccc3)O[C@@H]2COC(=O)CC/C(C)=N/O[C@@H](C)c2cn([C@H](CO)Cc3ccccc3)nn2)cc1
→ 2%	-1%	?	-2%	/	-2%	-5%	0%	?	/	14%
> CC1CN(c2nc3ccccc3nc2C(C#N)C(=O)OC2CCCCC2)CC(C)O1 (configuration not stated)
→ -5%	-6%	-1%	-5%	22	-17%	1%	-17%	-4%	19%	15%
> CCc1nnc(NC(=O)CCC(=O)NC2CCCCCC2)s1
→ 0%	3%	-17%	-9%	-22	-4%	5%	-6%	3%	0%	-5%
> COc1cc(/C=C/C(=O)Nc2cccnc2)cc(OC)c1OC
→ -17%	4%	-14%	12%	14	1%	4%	-7%	?	-2%	-18%
> Cc1cccc(N2CCN(C(=O)NC(C)c3ccc(F)c(F)c3)CC2)c1C (configuration not stated)
→ 2%	-1%	59%	-2%	0	/	-3%	-2%	-1%	-13%	-5%
> C=C(C)CNC(=S)N1CCNC(=O)C1CC(=O)OC (configuration not stated)
→ 3%	-3%	-10%	-2%	8	-5%	1%	-5%	-1%	15%	-6%
> COc1ccc(NC(=O)COC(=O)c2ccc(OCc3c(C)noc3C)cc2)cc1OC
→ -1%	-2%	-13%	-6%	-4	0%	3%	-2%	-19%	4%	1%
